# Screens (PubChem BioAssay)
# Hck Nef HTS = inhibitors of human Hck kinase activated by Nef; 220,000 tested, 0.68% active; inhibition, % at 20 µM; Recombinant Hck-YEEI plus Nef, Z-Lyte FRET kinase assay; AID 463187;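 active = Hck-Nef kinase inhibition above about 50%, limit read from the data; inactive = inhibition below that limit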;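 note: 0% = DMSO with Hck plus Nef and 100% = Hck alone without Nef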
# Runt-CBFb FRET = blocks binding of human RUNX1 Runt domain to CBFb; Q01196+Q13951; Cerulean-Runt/Venus-CBFb FRET ratio 530/480, 1 h; inhibition, % at 20 µM; 220,000 tested, 0.46% active; AID 1496;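 active = inhibition over about 50% at 20 µM in the single-dose screen, limit read from the data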;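 note: 0% = DMSO wells and 100% = excess unlabeled CBFb competitor control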
# Target sequence (Q01196 whole entry, looked up, the tested form may be a part): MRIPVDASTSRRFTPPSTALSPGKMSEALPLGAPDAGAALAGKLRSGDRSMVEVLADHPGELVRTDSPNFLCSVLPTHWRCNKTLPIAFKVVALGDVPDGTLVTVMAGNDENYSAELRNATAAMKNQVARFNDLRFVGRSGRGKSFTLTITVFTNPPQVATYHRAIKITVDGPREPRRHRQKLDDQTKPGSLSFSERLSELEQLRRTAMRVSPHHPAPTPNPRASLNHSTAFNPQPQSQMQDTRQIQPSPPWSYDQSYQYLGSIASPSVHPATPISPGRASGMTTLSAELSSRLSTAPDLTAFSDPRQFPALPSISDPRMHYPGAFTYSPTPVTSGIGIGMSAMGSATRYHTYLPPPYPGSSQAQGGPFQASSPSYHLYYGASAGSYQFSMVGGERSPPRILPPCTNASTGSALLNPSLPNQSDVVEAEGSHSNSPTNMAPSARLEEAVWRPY
# Target sequence (Q13951 whole entry, looked up, the tested form may be a part): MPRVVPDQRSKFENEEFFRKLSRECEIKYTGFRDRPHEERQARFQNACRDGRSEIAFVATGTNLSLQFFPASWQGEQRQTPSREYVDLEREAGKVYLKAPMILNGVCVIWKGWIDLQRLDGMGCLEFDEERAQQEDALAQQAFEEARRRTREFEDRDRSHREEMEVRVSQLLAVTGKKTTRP
#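 Measured by: fluorescence energy transfer, 422 nm excitation, 530/480 nm emission; Assay system: Cerulean-Runt domain; Medium: Tris pH 7.5 buffer with BSA; Measure: loss of energy transfer signal; Controls: 5 µM unlabeled CBFb as full-inhibition high control; Incubation: protein complex preformed 1 h, compound exposure 1 h, room temperature, dark.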
# PERK inhibitor = inhibitors of human PERK kinase. CHO PERK-DD fusion, SEAP luminescence translation reporter. inhibition, % at 5.6 µM. 220,000 tested, 0.17% active;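 active = inhibition above the mean inhibition of all tested compounds plus 3 SD, set separately per screening campaign, cut at about 2.9% in these data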;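 note: PERK kinase domain activated by AP20187 dimerizer at 100 nM; 0% = DMSO with dimerizer and 100% = rapamycin at 8.4 µM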
# RBBP9 inhibitor = blocks human serine hydrolase RBBP9. O75884. recombinant RBBP9, FP-Rh probe fluorescence polarization. inhibition, % at 7.94 µM. 220,000 tested, 0.2% active. AID 1515;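 active = inhibition above the campaign mean of all tested compounds plus 3 SD, cut at about 14% in these data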;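 note: plate controls were DMSO wells with RBBP9 for no effect and wells lacking RBBP9 protein for full effect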
#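 Controls: DMSO-treated enzyme wells and wells lacking RBBP9 | Material: RBBP9 protein | Technique: Fluorescence polarization | Replication: Single well per compound, no replicates | Buffer or medium: Tris-NaCl-Pluronic buffer, pH 8.0 | Timing: 30 min compound preincubation, 45 min probe labeling, 25 °C | Read-out basis: Percent inhibition from mP, scaled between DMSO and no-protein wells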
# zVAD death inh = blocks zVAD induced death of L929 cells | L929 zVAD necroptosis rescue, ATP luminescence, 24 h; with zVAD 60 µM | viability rescue, % at 10 µM | 220,000 tested, 0.38% active | AID 1377;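 active = activation, scaled between plate controls, above about 75%, limit read from the data; inactive = activation under that limit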;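 note: 0% = zVAD with DMSO and 100% = DMSO alone without zVAD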
# TNF necrop inh = TNF-alpha cell death inhibition in Jurkat FADD-/- cells. Jurkat FADD-/- TNF necroptosis rescue, ATP luminescence, 24 h; 0 = TNF only, 100 = no-TNF cells. activation (protection from cell death), % at 10 µM. 220,000 tested, 0.068% active. AID 463075;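 active = activation, meaning protection from cell death, of at least 50% relative to plate controls; inactive = activation below 50%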;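 note: necroptosis triggered by 40 ng/mL TNF-alpha added together with compound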
# EP2 mod = modulates human prostaglandin E2 receptor EP2 signaling; P43116; EP2-expressing cells, cAMP HTRF FRET, PGE2 co-stimulation; induction, % at 25 µM; 260,000 tested, 0.83% active;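 active = compounds whose cAMP rise, as percent of the full-agonist control response, exceeds 60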;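 note: rat C6 glioma line stably carrying human EP2 under a CMV promoter; the protocol text gives 20 µM as final concentration; 100% = response of wells given 1 µM PGE2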
# Target sequence (P43116 whole entry, looked up): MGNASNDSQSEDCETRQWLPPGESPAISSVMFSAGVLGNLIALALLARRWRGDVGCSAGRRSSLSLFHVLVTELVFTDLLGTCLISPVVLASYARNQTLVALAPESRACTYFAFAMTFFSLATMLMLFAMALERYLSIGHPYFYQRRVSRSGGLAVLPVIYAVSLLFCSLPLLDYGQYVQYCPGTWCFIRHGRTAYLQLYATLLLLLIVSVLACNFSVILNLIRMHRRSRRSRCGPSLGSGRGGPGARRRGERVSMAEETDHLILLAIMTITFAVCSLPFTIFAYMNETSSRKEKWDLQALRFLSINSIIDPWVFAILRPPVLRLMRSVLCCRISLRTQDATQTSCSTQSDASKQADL
# PGE2 EP2 inh = EP2 receptor (human) inhibition. P43116. C6 glioma cells expressing human EP2, cAMP TR-FRET; cells stimulated with saturating PGE2. inhibition, % at 25 µM. 260,000 tested, 0.52% active;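 active = percent inhibition above 40 after rounding to a whole number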;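 note: rat C6 glioma host cells with rolipram phosphodiesterase inhibitor present; the protocol text gives 20 µM as final concentration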
# Runt-SMMHC FRET = blocks binding of human RUNX1 Runt domain to CBFb-SMMHC; Q01196+Q13951; Cerulean-Runt/Venus-CBFb-SMMHC FRET ratio 530/480, 1 h; inhibition, % at 20 µM; 220,000 tested, 0.74% active; AID 1434;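 active = mean inhibition across duplicate retests at 20 µM reaching about 50%, limit read from the data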;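 note: 0% = DMSO wells and 100% = wells with excess untagged CBFb-SMMHC; inhibitors lower the FRET ratio by blocking Runt binding to CBFb-SMMHC; some results filed as inactive read as strong as hits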
# Active calls of the source: *; . = not tested or not shown; & = joins results of further samples.
SMILES,Hck Nef HTS,Runt-CBFb FRET,PERK inhibitor,RBBP9 inhibitor,zVAD death inh,TNF necrop inh,EP2 mod,PGE2 EP2 inh,Runt-SMMHC FRET
COc1ccc(C(=O)c2cc([N+](=O)[O-])ccc2N2CCN(C)CC2)cc1,20,4,0.1,5,-3.3,-2.9,-34,3,-5
COc1cc(/C=N/n2c(C)n[nH]c2=S)ccc1OCc1ccccc1,9,4,0.5,-8,0.9,0.3,30,6,26
N#Cc1c(-c2ccccc2)nc(SCC(=O)Nc2ccccc2)[nH]c1=O,7,-2,0.4,-8,1.3,1.1,33,28,-2
COc1ccc(C2CC(=O)C=C(O)C2)cc1 (stereo unspecified),-3,2,0.1,-9,.,0.4,51,4,2
Nc1cccc(-c2cc3ccccc3oc2=O)c1,21,2,1.2,-5,1.6,-2.4,-34,1,-3
O=[N+]([O-])c1cccc2ccc(/C=C/c3ccc(C(F)(F)F)cc3)nc12,0,0,0.6,-7,5.2,-0.3,-6,3,-5
CN(C)CCNC(=O)c1cccc(S(=O)(=O)Nc2ccccc2F)c1,15,-1,1.0,0,0.5,0.4,1,4,-2
Cc1ccc(S(=O)(=O)CC2CSc3nc4ccccc4n32)cc1 (stereo unspecified),1,0,-0.8,-9,-0.1,-18,-32,21,-2
CCOC(=O)/C=C(\C)Sc1cc(=O)oc2ccccc12,-1,5,-1.1,-10,0.7,0.3,40,11,-1
O=C1CS/C(=C\[N+](=O)[O-])N1c1ccc(OC(F)(F)F)cc1,0,-2,0.9,-2,0.2,-0.8,-11,6,0
CCOC(=O)CSc1n[nH]c(NC(=O)NC(C)C)n1,2,0,0.1,4,-0.6,0.4,3,2,-41
COc1ccc(-c2nc(C)c(C(C)=O)n2O)cc1,2,7,1.1,4,-0.3,-1.7,18,-1,10
COc1ccccc1C(=O)NCC(=O)OCc1csc(-c2ccccc2)n1,7,-3,0.6,-3,0.4,1.1,-3,7,-3
CCOc1cc(-c2noc(N)c2C#N)cc(OCC)c1OCC,6,-4,-1.4,-7,-0.1,-1.3,15,.,2
CN1C(=S)N(c2cccnc2)C(=O)/C1=C\c1ccc(C(C)(C)C)cc1,26,-2,0.1,-10,63,-7.8,-43,3,-9
COc1ccccc1NC(=O)c1cc(Cl)ccc1NC(=O)c1ccco1,1,-2,0.6,-5,-0.1,-0.8,30&50,13&5,0
Cn1c(=O)c2c(-c3ccccc3)n(C3CCCCC3)cc2n(C)c1=O,1,-4,-0.3,-2,-0.2,-12,38,10,0
CSc1nc2nc3c(cc2c(=O)n1-c1ccccc1C)COC(C)(C)C3,20,1,-1.4,-1,-0.6,-0.2,-29,6,0
CCC(=O)OCC(=O)Nc1cc([N+](=O)[O-])ccc1OC,28,-1,0.2,-4,0.9,-0.8,19,3,-1
O=C(NCCO)C1CCN(C(=O)c2ccc(-c3ccccc3)cc2)CC1,17,3,0.8,-6,6.2,-1.2,-11,11,-3
COc1ccc(C(=O)COC(=O)C(CCCCN2C(=O)C3C4C=CC(C4)C3C2=O)N2C(=O)C3C4C=CC(C4)C3C2=O)cc1 (stereo unspecified),5,-4,-1.4,-3,0.1,0.1,-38,12,-7
O=C1C2CCCN2C(=O)N1CCCCN1CCN(CCO)CC1 (stereo unspecified),4,0,2.3,-9,1.2,0.7,26,21,0
CCOC(=O)C1=Nc2ccccc2C1=[N+]=[N-],-4,1,2.4,-6,-1.0,-6.5,-4,9,-4
CCN(CC)C(=O)CC(c1ccc2c(c1)OCO2)c1c(OC)cc(OC)c2c(-c3ccccc3)cc(=O)oc12 (stereo unspecified),19,-1,.,.,0.4,-4.3,19,18,-2
Nc1nnnn1/N=C/c1cc(Cl)cc(Cl)c1OCc1ccc(Cl)cc1Cl,6,3,1.1,-2,0.1,-0.7,5,15,-7
CCOc1cc(/C=N/NC(=O)C(N)=O)cc(Br)c1O,9,5,2.6,3,0.5,0.0,-6,9,2
CC(N=Cc1ccccc1O)c1ccccc1 (stereo unspecified),-14,0,-0.5,-15,0.5,-1.4,57,9,1
COc1ccc(N2C(=O)C3C4C=CC(C4)C3C2=O)c(OC)c1 (stereo unspecified),0,1,-0.2,-5,0.1,1.0,26,5,0
CC1(C)[C@@H](O)CC[C@]2(C)C3C(O)C=C4[C@H]5C[C@@](C)(C(=O)O)CC[C@]5(C)CC[C@]4(C)[C@]3(C)CC[C@@H]12 (stereo partly specified),27,-5,.,.,0.7,1.9,31,8,-1
O=C(O)CCNC(=O)/C(=C\C=C\c1ccccc1)NC(=O)c1ccccc1,-19,0,0.9,-12,-0.5,1.7,14,9,-1
O=C(COC(=O)Cc1ccc2c(c1)OCCO2)Nc1ccc(S(=O)(=O)N2CCCC2)cc1,2,1,0.0,-3,0.9,-1.1,10,4,7
O=C(NCc1ccco1)c1ccc(OCC2CCCO2)cc1 (stereo unspecified),3,-1,-0.6,1,0.1,0.0,4,7,-1
Cc1cc(NC(=O)CCCC(=O)N(CC(=O)NCCc2ccccc2)Cc2ccc(F)cc2)no1,2,-3,-0.5,-9,-0.4,-3.0,-8,4,2
COc1ccccc1OCCn1cc(/C=C(\C#N)C(=O)NCc2ccco2)c2ccccc21,3,0,0.2,-7,0.9,3.2,27,9,-8
CCOc1ccc2c(c1)nc(C)n2C,1,1,1.2,-8,-0.1,-1.2,-15,6,-4
CCOc1ccc(S(=O)(=O)N2CCN(C(=O)c3cc4c(s3)CCCC4)CC2)cc1,6,0,0.9,-1,2.0,6.6,-100,15,0
Clc1ccc2c(c1)C(C1=NCCN1)c1ccccc1CS2 (stereo unspecified),-1,-2,0.1,3,-1.2,-5.6,-5,6,-3
Cc1ccccc1OCCC(=O)OCC(=O)Nc1cc(S(=O)(=O)N2CCOCC2)ccc1Cl,22,-5,0.5,-11,1.8,0.4,-13,5,-5
Cc1cc(NC(=O)CSc2nnc(-c3ccc(Cl)s3)o2)no1,-6,-1,0.0,-1,-0.6,-0.3,-7,10,2
Cc1ccc(S(=O)(=O)NC(C)(C)CN2CCc3ccccc3C2)cc1,7,2,-1.0,-6,0.0,4.5,-14,6,1
N#C/C(=C/c1ccc(F)cc1)S(=O)(=O)c1ccccc1,2,0,1.0,-3,0.2,0.6,-49,9,-5
O=C(CN1C(=O)COc2ccccc21)Nc1ccc2c(c1)OCCO2,2,-2,-0.3,-8,1.8,0.2,0,5,-2
Cc1ccc(C(=O)NNC(=O)CSc2nnc(-c3ccncc3)n2C)cc1,-1,-2,0.3,5,0.9,-1.3,14,2,-7
CCOC(=O)C1=NN(C(=O)c2cccc(Br)c2)C(O)(C(C)(C)C)C1 (stereo unspecified),15,2,-0.3,1,0.7,1.8,-21,13,2
CSc1nsc(SC)c1C(=O)OCC(F)(F)F,3,-2,0.6,-3,-0.4,-3.3,26,11,0
Fc1ccccc1NC(=S)N1CCN(Cc2ccc3c(c2)OCO3)CC1,28,3,0.2,-10,1.9,1.2,10,3,2
Cc1cnc(NC(=O)COc2cccc3c2OC(C)(C)C3)s1,0,.,-0.9,0,0.6,-0.3,-3,21,1
COc1cccc(-n2ccnc2SCC(=O)N2CCc3ccccc32)c1,4,-2,-0.3,-5,0.1,-0.8,-9,14,5
O=C(c1cccs1)N1CCCC(c2ccccc2)C1 (stereo unspecified),-1,-2,1.0,1,-0.4,-0.8,-28,12,-4
C=CCN1C(=O)/C(=c2\sc3nc(=O)c(Cc4ccccc4)nn3c2=O)c2ccccc21,9,18,1.0,-3,-1.0,0.5,10,25,-4
Cc1cccc(NC(=S)NCC23C=CC(O2)C2C(=O)N(c4ccc(Cl)cc4)C(=O)C23)c1 (stereo unspecified),5,31,-0.2,-8,-0.2,-1.9,-53,6,22
O=C(/C=C/c1ccco1)c1ccc(O)cc1,20,20,-0.1,1,-1.5,1.0,-14,6,0
O=C(c1nc(SCc2ccc([N+](=O)[O-])cc2)n2ccccc12)C(F)(F)F,15,2,-1.5,-5,-0.9,-0.5,-7,9,-1
CSc1ccccc1NC(=O)CN(C)CC(=O)Nc1ccccc1N1CCOCC1,20,-1,-0.3,3,-0.3,1.0,30,14,-4
CC(=O)Nc1cccc(OCC(O)Cn2c(C)nc3ccccc32)c1 (stereo unspecified),6,0,0.5,-7,-1.0,-1.0,20,7,-1
Cc1nc2sc(C(c3cccc(F)c3)N3CCN(C(=O)c4ccco4)CC3)c(O)n2n1 (stereo unspecified),2,-1,0.5,5,-0.4,-0.5,15,9,1
NC(=O)c1sc2nc3c(c(-c4cccnc4)c2c1N)CCC3,-11,0,0.4,-1,2.5,4.0,29,9,-6
CNC(=O)C1CC(=O)N(CCc2ccc(OC)cc2)C(=Nc2ccc(OC)cc2)S1 (stereo unspecified),6,-3,0.1,-1,0.0,0.7,5,4,0
Cc1ccccc1NC(=O)CSCc1nc(N)nc(Nc2ccccc2C)n1,3,0,-0.6,-6,1.1,2.1,2,8,-1
CCOC(=O)CNC(=O)CN1C(=O)CCS(=O)(=O)c2ccccc21,0,1,0.2,-5,0.5,0.0,18,10,3
# Later entries.
SMILES,Hck Nef HTS,Runt-CBFb FRET,PERK inhibitor,RBBP9 inhibitor,zVAD death inh,TNF necrop inh,EP2 mod,PGE2 EP2 inh,Runt-SMMHC FRET
COc1cccc(C(=O)c2c[nH]c(C(=O)NCCCN3CCOCC3)c2)c1,4,-2,1.1,-7,1.3,2.1,-6,9,-3
COc1ccccc1NC(=O)N(Cc1ccco1)Cc1cc2c(C)ccc(C)c2[nH]c1=O,-2,6,-0.7,12,-1.1,-3.8,34,14,4
CCS(=O)(=O)Nc1cccc(C2=NN(S(=O)(=O)c3ccc(F)cc3)C(c3cccs3)C2)c1 (stereo unspecified),-1,1,-0.1,-6,0.5,4.9,12,6,-6
O=CN1CCN(C(=S)Nc2ccc(OC(F)F)cc2)CC1,1,-1,-0.4,-4,-0.3,0.6,-27,3,-3
O=C(NCCCn1ccnc1)c1cc(-c2cccs2)on1,8,-1,0.1,-1,76*,-8.7,0,9,-4
CCOC(=O)C1=C(C)N=C2SC(C)C(=O)N2C1c1ccc(C(=O)OC)cc1 (stereo unspecified),2,-1,0.5,-5,0.3,-1.5,9,14,2
CSc1ccc(/C=N/n2c(C)cc(C)cc2=O)cc1,0,-1,0.2,-2,0.1,-0.1,14,3,20
N#Cc1c(-c2ccccc2)c(C#N)c2nc3ccccc3n2c1N,17,82*,0.2,-4,0.8,-4.0,-57,21,94*

# Already shown: two of the compounds above.
SMILES,Hck Nef HTS,Runt-CBFb FRET,PERK inhibitor,RBBP9 inhibitor,zVAD death inh,TNF necrop inh,EP2 mod,PGE2 EP2 inh,Runt-SMMHC FRET
COc1cccc(C(=O)c2c[nH]c(C(=O)NCCCN3CCOCC3)c2)c1,4,-2,1.1,-7,1.3,2.1,-6,9,-3
COc1ccccc1NC(=O)N(Cc1ccco1)Cc1cc2c(C)ccc(C)c2[nH]c1=O,-2,6,-0.7,12,-1.1,-3.8,34,14,4

# Not all compounds are listed; rates above refer to the full screens.
